NSD2 inh – inhibitors of human histone methyltransferase NSD2. actives 0.54% (n = 310,000). NSD2 peptide methylation, AlphaScreen, 120 min. inhibition, % at 12.5 µM. O96028; in the data active means inhibition above about 50%
MITF act – MITF TRPM1 promoter activation in melanoma cells | SK-MEL-5 TRPM1-promoter luciferase, 24 h; % of positive control, neutral wells = 0 | activation, % at 12.5 µM | actives 0.75% (n = 300,000);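 active means mean activation of at least 80% with every replicate also reaching 80%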;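 further: 0% = neutral control wells and 100% = parthenolide positive control wells; values of inactives mirror those of a sister screen read the other way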
SR-BI HDL uptake – inhibitors of mouse SR-BI mediated HDL lipid uptake. ldlA[mSR-BI] CHO cells, DiI-HDL uptake fluorescence, 3 h. inhibition, % at 12.5 µM. actives 0.96% (n = 320,000);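 active means mean replicate inhibition of at least 70% and a set share of replicates each scoring 70 or more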;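 further: 0% = median of neutral control wells and 100% = median of positive control wells; values of inactives mirror those of a sister screen read the other way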
SR-BI uptake up – SR-BI HDL lipid transfer activation | CHO ldlA[mSR-BI] cells, DiI-HDL uptake fluorescence, 3 h; 100 = double the neutral-control signal | activation, % at 12.5 µM | actives 0.096% (n = 320,000);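 active means mean replicate activation of at least 60% and every replicate at or above 60%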;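 further: 0% = median plate neutral-control signal and 100% = twice that signal; values of inactives mirror those of a sister screen read the other way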
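System: LDL receptor-deficient CHO ldlA cells overexpressing murine SR-BI | Timing: 3 h uptake period with compound, 37 °C | Medium: HEPES-buffered (25 mM, pH 7.4) F12 plus 0.5% BSA | Dosing: Single-point compound dose | Signal: Bottom-read fluorescence, 550/595 nm | Read-out: Retained DiI signal reflecting DiI-HDL uptake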
Rtt109 Vps75 – inhibitors of Candida albicans Rtt109/Vps75 histone acetyltransferase; purified Rtt109/Vps75, ThioGlo CoA-SH fluorescence, 4 h; inhibition, % at 34.9 µM; actives 0.16% (n = 330,000);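 active means inhibition of at least 50% in every replicate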
Target sequence (Q5AAJ8 whole entry, looked up): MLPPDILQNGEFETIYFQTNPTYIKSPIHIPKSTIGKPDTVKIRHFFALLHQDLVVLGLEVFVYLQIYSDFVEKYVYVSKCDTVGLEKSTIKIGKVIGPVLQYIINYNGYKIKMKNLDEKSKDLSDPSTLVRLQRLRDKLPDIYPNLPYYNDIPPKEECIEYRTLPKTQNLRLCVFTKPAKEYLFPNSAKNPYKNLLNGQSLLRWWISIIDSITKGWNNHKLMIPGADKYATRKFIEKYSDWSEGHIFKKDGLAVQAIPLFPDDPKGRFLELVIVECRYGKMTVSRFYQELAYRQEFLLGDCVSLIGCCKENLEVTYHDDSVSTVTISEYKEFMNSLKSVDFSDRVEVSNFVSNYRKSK
CAL PDZ FP-1 – blocks peptide binding to human CAL PDZ domain; Q9HD26; purified CAL PDZ, TMR-peptide fluorescence polarization, 1 h; inhibition, % at 20 µM; actives 0.02% (n = 330,000); AID 504414;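 active means highest replicate inhibition of at least 40%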;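 further: plate controls were DMSO neutral control wells for no effect and unlabeled competitor peptide control wells for full effect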
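Assay system – tagged CAL PDZ protein CerCALP, purified · Timing – 1 h at RT · Compound – single point, 20 µM · Measured by – fluorescence polarization from S- and P-plane intensities, G-factor corrected · Evaluation – inhibition from polarization loss · Probe or stimulus – TMR reporter peptide T*-PRC34 · Buffer or medium – pH 7.4 phosphate-saline buffer, reducing agent, detergent, IgG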
CAL PDZ FP-2 – blocks peptide binding to the human CAL PDZ domain | purified CAL PDZ, TMR-peptide fluorescence polarization, 1 h | inhibition, % at 24.9 µM | actives 0.92% (n = 300,000) | AID 602252;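 active means mean inhibition of at least 30% with at least half of replicates also reaching 30%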;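 further: 0% = DMSO neutral control and 100% = excess unlabeled competitor peptide PRC23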
PfHsp90 yeast 2 – growth inhibition of yeast expressing Plasmodium Hsp90. S. cerevisiae expressing PfHsp90, BacTiter-Glo ATP, 48 h; yeast lacking PDR1 and PDR3 efflux regulators. inhibition, % at 9.4 µM. actives 0.32% (n = 310,000). AID 504621;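 active means every replicate shows inhibition above about 80%, whatever the replicate mean, limit read from the data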;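 further: 0% = DMSO neutral controls and 100% = 20 µM radicicol positive controls; yeast relying on Plasmodium falciparum Hsp90 in place of its own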
PvdQ acylase – blocks Pseudomonas aeruginosa PvdQ acylase activity; purified PvdQ acylase, fluorescence plate reader; inhibition, % at 10 µM; actives 0.063% (n = 340,000); in the data active means inhibition above about 30%, passing the limit was not always enough;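 further: 0% = vehicle neutral wells and 100% = reference inhibitor wells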
dFosB activator – mouse delta FosB homodimer activation | P13346 | purified delta FosB, TAMRA-CDK5 oligo fluorescence polarization; percent of positive-control signal above neutral wells | activation, % at 25 µM | actives 0.99% (n = 340,000);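 active means mean activation above about 17%, with every replicate also reaching it, limit read from the data, passing the limit was not always enough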;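 further: fluorescence polarization rise as delta FosB binds a TAMRA Cdk5 AP-1 oligo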
Target sequence (P13346 whole entry, looked up): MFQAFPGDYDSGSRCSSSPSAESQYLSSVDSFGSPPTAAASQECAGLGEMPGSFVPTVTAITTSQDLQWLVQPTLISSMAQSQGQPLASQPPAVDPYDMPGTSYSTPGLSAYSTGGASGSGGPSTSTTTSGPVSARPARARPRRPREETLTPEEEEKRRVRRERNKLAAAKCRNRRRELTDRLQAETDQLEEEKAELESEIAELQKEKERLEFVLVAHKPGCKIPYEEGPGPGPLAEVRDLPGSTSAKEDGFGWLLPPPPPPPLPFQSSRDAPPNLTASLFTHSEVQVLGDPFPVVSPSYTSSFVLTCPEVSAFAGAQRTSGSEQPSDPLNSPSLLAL
* = called active by the depositor; nt = no result given.

SMILES | NSD2 inh | MITF act | SR-BI HDL uptake | SR-BI uptake up | Rtt109 Vps75 | CAL PDZ FP-1 | CAL PDZ FP-2 | PfHsp90 yeast 2 | PvdQ acylase | dFosB activator
COc1ccc(N(CC(=O)NCc2ccccc2)S(C)(=O)=O)cc1 | -2 | 13 | -4 | 4 | -6 | -0.8 | -4 | -4 | -4 | -1
COc1ccc2cc3c(N)nn(C(=O)c4cccc([N+](=O)[O-])c4)c3nc2c1 | 0 | -6 | -24 | 24 | -4 | -0.8 | -5 | 29 | -13 | -5
CCOc1ccc(CNCc2ccc(C(=O)O)cc2)cc1OC | 2 | -2 | 4 | -4 | 3 | -0.9 | 9 | 22 | -10 | 1
Cc1c(CNC(=O)c2cnn3c2NC(c2ccc(Br)cc2)CC3C(F)(F)F)cnn1C (stereo unspecified) | -1 | 3 | 2 | -2 | 3 | -0.3 | -2 | -3 | -16 | 0
CC(C)C[C@@H](CO)N1CCN(CCc2ccccc2)CCC1=O | nt | -1 | -45 | 45 | 4 | 0.1 | -5 | 31 | -6 | -15
Cc1ccnc(NC(=O)C2CCCN(c3ncnc4c3nc3n4CCCCC3)C2)c1 (stereo unspecified) | 10 | -12 | 10 | -10 | 13 | -0.6 | 4 | -8 | 11 | -9
O=C(CSc1n[nH]c(-c2cccs2)n1)N1CCN(S(=O)(=O)c2ccc3ccccc3c2)CC1 | 3 | -7 | nt | nt | 3 | -2.0 | -1 | -2 | -8 | 0
O=C(NCCc1ccccc1)c1ccc(NCC2CCCO2)c([N+](=O)[O-])c1 (stereo unspecified) | -1 | 21 | 43 | -43 | 3 | -1.1 | -2 | nt | -19 | 1
COc1ccccc1CNC(=O)[C@H](C)N1C(=O)N2CCc3c([nH]c4ccccc34)[C@@]2(C)C1=O | nt | -8 | 50 | -50 | -4 | 0.1 | -1 | 8 | -2 | -11
C=C[C@@H]1c2ccccc2N(S(=O)(=O)c2ccc(C)cc2)[C@H](c2ccc(C(F)(F)F)cc2)C1(C#N)C#N | nt | -26 | -13 | 13 | -2 | 0.3 | 0 | 0 | -16 | -2
c1ccc2oc(NC3=NCN(CC4CCCO4)CN3)nc2c1 (stereo unspecified) | -1 | 63 | -8 | 8 | 0 | 1.6 | -5 | 12 | -6 | 1
CC(C)C(=O)Nc1ccc(NC(=O)CCc2ccccc2)cn1 | -4 | 3 | -39 | 39 | 11 | -0.3 | 16 | -25 | -1 | 0
O=C(COC(=O)/C=C/c1ccccc1)NC(=O)NC1CCCCC1 | 1 | 6 | -12 | 12 | 2 | -0.2 | 1 | -10 | -11 | -3
CCOc1ccc(NC(=O)COc2coc(CN3CCc4ccccc4C3)cc2=O)cc1 | -3 | -2 | 18 | -18 | 43 | -1.1 | -1 | 19 | 9 | 0
O=c1[nH]c(SCc2ccccc2[N+](=O)[O-])nc2nc[nH]c12 | 10 | -1 | -3 | 3 | 1 | -1.0 | -6 | 12 | -15 | 6
O=C(COC(=O)Cc1c[nH]c2ccccc12)Nc1ccccc1C(F)(F)F | 2 | -2 | -7 | 7 | -3 | 0.1 | nt | -10 | -8 | -2
CCc1nnc(SCC(=O)Nc2ccc(F)cc2)o1 | -7 | 5 | 3 | -3 | 2 | 0.8 | -2 | -13 | -11 | -4
O=C(CN1CCc2cc3c(cc2C1)OCCCO3)Nc1cccc([N+](=O)[O-])c1 | 0 | 13 | 25 | -25 | 5 | -2.8 | -3 | 14 | 6 | 0
Cc1cc(=O)oc2c(C)c(OCC(=O)NC3CCN(Cc4ccccc4)CC3)ccc12 | -2 | 7 | 18 | -18 | -1 | -0.9 | 0 | -14 | -7 | -19
CCCn1c(C)cc(C(=O)COc2ccc(S(=O)(=O)N(CC)CC)cc2[N+](=O)[O-])c1C | 0 | -4 | 36 | -36 | 11 | 1.0 | nt | -25 | 12 | -14

Shown with two lines to a compound: ten of the compounds above.
Value order – NSD2 inh, MITF act, SR-BI HDL uptake, SR-BI uptake up, Rtt109 Vps75, CAL PDZ FP-1, CAL PDZ FP-2, PfHsp90 yeast 2, PvdQ acylase, dFosB activator
Cc1c(CNC(=O)c2cnn3c2NC(c2ccc(Br)cc2)CC3C(F)(F)F)cnn1C (stereo unspecified)
    -1, 3, 2, -2, 3, -0.3, -2, -3, -16, 0
CC(C)C[C@@H](CO)N1CCN(CCc2ccccc2)CCC1=O
    nt, -1, -45, 45, 4, 0.1, -5, 31, -6, -15
Cc1ccnc(NC(=O)C2CCCN(c3ncnc4c3nc3n4CCCCC3)C2)c1 (stereo unspecified)
    10, -12, 10, -10, 13, -0.6, 4, -8, 11, -9
O=C(CSc1n[nH]c(-c2cccs2)n1)N1CCN(S(=O)(=O)c2ccc3ccccc3c2)CC1
    3, -7, nt, nt, 3, -2.0, -1, -2, -8, 0
O=C(NCCc1ccccc1)c1ccc(NCC2CCCO2)c([N+](=O)[O-])c1 (stereo unspecified)
    -1, 21, 43, -43, 3, -1.1, -2, nt, -19, 1
COc1ccccc1CNC(=O)[C@H](C)N1C(=O)N2CCc3c([nH]c4ccccc34)[C@@]2(C)C1=O
    nt, -8, 50, -50, -4, 0.1, -1, 8, -2, -11
C=C[C@@H]1c2ccccc2N(S(=O)(=O)c2ccc(C)cc2)[C@H](c2ccc(C(F)(F)F)cc2)C1(C#N)C#N
    nt, -26, -13, 13, -2, 0.3, 0, 0, -16, -2
c1ccc2oc(NC3=NCN(CC4CCCO4)CN3)nc2c1 (stereo unspecified)
    -1, 63, -8, 8, 0, 1.6, -5, 12, -6, 1
CC(C)C(=O)Nc1ccc(NC(=O)CCc2ccccc2)cn1
    -4, 3, -39, 39, 11, -0.3, 16, -25, -1, 0
O=C(COC(=O)/C=C/c1ccccc1)NC(=O)NC1CCCCC1
    1, 6, -12, 12, 2, -0.2, 1, -10, -11, -3

Continued.
SMILES | NSD2 inh | MITF act | SR-BI HDL uptake | SR-BI uptake up | Rtt109 Vps75 | CAL PDZ FP-1 | CAL PDZ FP-2 | PfHsp90 yeast 2 | PvdQ acylase | dFosB activator
Cc1ccc(-c2csc(N3CCN(c4cc5c(cc4Cl)nc(C)n5CCN4CCCCC4)CC3)n2)cc1 | nt | 11 | 51 | -51 | 2 | -0.6 | 1 | nt | 8 | -3
CC1CCCCC1NC(=O)COC(=O)c1ccc(N(C)C)cc1 (stereo unspecified) | 1 | 15 | -9 | 9 | 2 | -3.2 | 0 | 4 | -6 | -16
CCOc1cc(N2CCOCC2)c(OCC)cc1NC(=O)CSc1nc(N)cc(=O)[nH]1 | -1 | -1 | -5 | 5 | 8 | 0.1 | -8 | 3 | -9 | -4
Cc1cc(C(=O)N(C)Cc2ccc(Br)cc2)no1 | -1 | 7 | -40 | 40 | -9 | nt | -9 | 1 | 8 | -10
COc1cc(CNC2CCCCCCC2)cc(Cl)c1OCC(N)=O | 6 | -4 | -12 | 12 | 2 | -1.3 | -2 | -12 | -13 | -1
Cn1c(=O)oc2cc(S(=O)(=O)N3CCCC(C(=O)NCCN4CCOCC4)C3)ccc21 (stereo unspecified) | nt | -1 | -13 | 13 | 3 | -0.4 | nt | -10 | -8 | 7
CCC1(C)Cc2c(sc3nc(SC)nc(N)c23)CO1 (stereo unspecified) | 4 | 12 | 15 | -15 | -5 | 0.8 | -2 | -14 | -5 | -4
COC(=O)c1cc2ccccc2c(=O)s1 | -5 | 15 | -2 | 2 | -15 | -0.3 | -1 | -8 | -6 | -2
O=C(CCCc1nc2ccccc2s1)NCc1ccccc1F | 2 | 5 | 6 | -6 | 10 | -3.5 | -2 | 1 | -24 | -2
COc1ccc(S(=O)(=O)N2CCC(C(=O)NCC3CCCO3)CC2)cc1 (stereo unspecified) | -1 | 5 | -10 | 10 | 7 | 0.1 | -1 | -14 | -30 | -4
C/C(=N\NC(=S)NCCc1ccccc1)c1ccc(O)cc1O | 9 | nt | nt | nt | 12 | -0.2 | -3 | 0 | -9 | -2
C=CCn1c(SCC(=O)NCC)nc2sc3c(c2c1=O)CCC3 | 21 | -7 | nt | nt | -4 | -1.0 | nt | 5 | -6 | -2
O=C(NCc1ccc(F)cc1)C1CCN(C(=O)Nc2ccc(F)cc2)CC1 | 1 | 1 | 14 | -14 | 9 | -2.3 | 4 | 18 | 1 | 12
C=CCNC(=O)COc1ccc(S(=O)(=O)NC2CCCCC2)cc1 | 6 | -4 | -12 | 12 | -7 | -1.8 | -1 | -26 | -7 | -10
Cc1ccc(C(=O)NC(C)c2ccc(-n3ccnc3)cc2)cc1S(=O)(=O)N1CCOCC1 (stereo unspecified) | 5 | -7 | 17 | -17 | 12 | -2.7 | -3 | -6 | -15 | 5
Fc1ccc(-c2nnc(-n3nnc4ccccc43)c3ccccc23)cc1 | -1 | nt | 57 | -57 | -2 | -3.9 | -2 | -38 | -6 | -2
CCOc1ccc2ccccc2c1/C=N/NC(=O)c1c(C)cc(C)[nH]c1=O | -3 | -6 | 18 | -18 | 10 | -0.4 | -4 | -31 | -4 | -13
Cc1cnc(NC(=O)c2ccncc2)s1 | 0 | 0 | -26 | 26 | -3 | 0.0 | -5 | -4 | -2 | 0
CCN1C(=O)CSC1=Nc1ccc(OC)cc1 | 1 | -2 | 12 | -12 | 5 | -0.4 | nt | 3 | -12 | -1
Cc1ccc(-c2noc(CN3C(C)CCCC3C)n2)cc1 (stereo unspecified) | nt | 7 | 0 | 0 | 1 | -0.5 | nt | 8 | 0 | -4
CC(NC(=O)COc1ncnc2cc([N+](=O)[O-])ccc12)c1ccccc1 (stereo unspecified) | 0 | -6 | -20 | 20 | -4 | -0.1 | 1 | 16 | -1 | -3
CCCn1c(=O)[nH]c(=O)c2c1nc(-c1ccccc1OC(F)F)n2CCOC | 0 | -9 | -21 | 21 | -10 | -0.1 | nt | nt | 0 | 7
CC1(C)Cc2ccccc2-c2nc(NN)[nH]c(=O)c21 | 1 | 10 | 11 | -11 | -1 | -1.3 | -3 | 1 | -18 | 0
Nc1nonc1-c1nc2ccccc2n1CC(=O)N/N=C/c1ccc(-c2ccccc2C(=O)O)o1 | 63* | 6 | -23 | 23 | -9 | -1.5 | -1 | -8 | -4 | -7
COc1ccc2c(CC(=O)OCC(=O)N(C)c3c(N)n(Cc4ccccc4)c(=O)[nH]c3=O)coc2c1 | 16 | 6 | -1 | 1 | -8 | -2.0 | -3 | -4 | 5 | -12
CC(CC(=O)NC1CCCCC1)S(=O)(=O)c1ccc2c(c1)CCN2C(=O)C1CC1 (stereo unspecified) | -2 | 13 | 8 | -8 | 1 | -2.0 | 1 | -1 | -14 | -9
CCn1cc(C(=O)Nc2ccc3c(c2)OCCO3)c2cc(OC)c(OC)cc2c1=O | nt | -20 | 10 | -10 | -12 | -0.6 | nt | 6 | -9 | -6

The order is random; any-hit rate near 4.3%.
